# Screening data from PubChem.
# Ins promoter up: insulin promoter activators in MIN6 cells, imaging, high-content screening, mouse beta cells | MIN6 insulin promoter-GFP reporter; active compounds read high | z-score at 5 µM | 0.3% of 190,000 active | AID 1625, 2009;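 active = z-score above 3 at 5 µM with at least 500 cells counted in the well; inconclusive = wells under 500 cells, flagged as cytotoxic or low count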
# MT stabilize HCS: microtubule stabilizers in HeLa cells, primary screen, imaging, high-content imaging | HeLa tubulin immunostaining HCS, 24 h; share of cells brighter than vehicle mean+2SD | % tubulin-high responders, % at 10 µM | 0.83% of 200,000 active | AID 2205, 2009;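 active = plate Z-score above 3 for both tubulin-high and condensed-nucleus cell shares, with cell loss under 80%, at 10 µM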;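 note: anti alpha tubulin signal scored within the nucleus-defined area of each cell; some results filed as inactive read as strong as hits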
# WT yeast gro inh: growth inhibition of WT strain, primary screen, mitochondrial fusion inhibitor project, WT and mutant strains, chemical genetic | mitochondrial fusion phenotypic screen | inhibition, % at 10 µM | 2.1% of 190,000 active; in the data active = inhibition above about 58%; tested in S. cerevisiae
# Lipid droplet: inhibitors of hepatocyte lipid droplet formation, primary screen, imaging, high-throughput imaging, BODIPY stain; 0.4% of 240,000 active; AML12 mouse hepatocytes, oleate lipid droplets; inhibition, % at 6.5 µM; AID 1656, 2009;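 active = lipid droplet intensity inhibited by at least 50%, with more than 500 cells counted; inconclusive = wells with under 300 cells, treated as cytotoxic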
#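 Test system: AML12 mouse liver cells; schedule: overnight exposure; technique: high-content imaging of BODIPY-stained droplets and DAPI nuclei; read-out: % inhibition of corrected integrated BODIPY droplet signal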
# Myeloid diff 2: induction of myeloid progenitor differentiation, primary screen, cell-based, flow cytometry, MLPCN library. ER-HoxA9 myeloid progenitors, lysozyme-GFP differentiation. 1% of 360,000 active. calls only at 10 µM;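 active = normalized GFP-positive differentiation at or above the plate's own cutoff, the solvent-only control mean plus 3 SD; inconclusive = no clear call, values can overlap the other calls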;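 note: cells exposed to compound for four days before flow analysis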
# West Nile antiviral: West Nile virus antiviral activity, cell-based, CPE readout (AID 1621). West Nile virus-infected cells, CPE inhibition; higher % means a stronger effect. 0.02% of 290,000 active. CPE inhibition, % at 10 µM, or IC50 in µM where a hit was titrated; in the data active = a potency from the dose series; inconclusive = CPE inhibition mostly from about 3.7% at the one dose, without a potency; inactive = the rest, 99 in 100 with CPE inhibition below about 2.2%; note: strong numbers were not always called active
# T cell HTS: modulators of CD8 T cell-vesicle binding, primary screen, mouse 2C CD8+ T cells, flow cytometry | 2C CD8+ T cell-vesicle binding; active compounds read low | calls only at 7 µM | 0.068% of 330,000 active | AID 2052, 2009;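 active = response, share of CD8 T cells binding vesicles, and their 90th percentile fluorescence all below set limits, cut at about 80% in these data, passing the limit was not always enough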
#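 Material: murine 2C transgenic CD8+ T lymphocytes / Also added: QL9-peptide-loaded Drosophila micro-vesicles bearing Ld, ICAM-1 and B7-1 / Schedule: binding step 1.5 h, 37 °C, antibody labelling 20 min, ice / Signal: flow cytometry, PE anti-B7-1 (FL2) versus Alexa647 anti-CD8 (FL8), PFA-fixed / Evaluation: percent CD8+ FL2 mean versus row control / Benchmarks: naked versus QL9-loaded vesicles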
# Autophagy HCS: autophagy modulators in MEF cells, primary screen, imaging, high-content, MEF GFP-LC3; MEF GFP-LC3 puncta imaging; test concentration mostly 10 µM; calls only at 10 µM (by protocol); 0.98% of 190,000 active; AID 463193, 2010;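 active = percentage of spot-positive cells more than 3 SD above its plate mean, without a fluorescence outlier flag or 80% toxicity; inconclusive = no clear call, values can overlap the other calls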;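 note: spot-positive cell cutoff set from DMSO-treated cells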
# bCat nuc transl: modulators of beta-catenin nuclear translocation, primary screen, imaging, HeLa cells, immunofluorescence, high-content. 0.3% of 190,000 active. nuclear translocation activity, % at 5 µM;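 active = nuclear translocation activity above 50% at 5 µM, with a well cell count of 50 or more; inconclusive = wells under 50 cells across six images, flagged as toxic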;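 note: per-cell ratio of nuclear to cytoplasmic median beta-catenin stain intensity; plate controls were DMSO negative control for no effect and GSK-3 inhibitor IX positive control for full effect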
#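 System: HeLa cells, endogenous beta-catenin; compound dosing: 5 µM primary single dose, 0.1% DMSO, 0.02–20 µM confirmation series; incubation: 24 h compound exposure at 37°C, 5% CO2; signal: beta-catenin immunofluorescence imaging with DAPI; evaluation: % activation, nuclear-to-cytoplasmic median beta-catenin signal ratio per cell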
# WT yeast gro inh mutant strain: also measured in WT yeast gro inh; calls as there; inhibition, %; mitochondrial fusion phenotypic screen, mutant strain inhibition
# Ins promoter up cell count: also measured in Ins promoter up; calls as there; cell count; measured here: cytotoxicity, nuclei count;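 total cells summed across four imaged fields per well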
# Lipid droplet cells 6.5 µM: recorded beside Lipid droplet, whose call it bears; cell count; measured here: cell count, cytotoxicity flag;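 cells counted across two imaged fields per well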
# bCat nuc transl cell count 5 µM: further read-out of bCat nuc transl, marked with its call; cell count; measured here: cell count, cytotoxicity flag
# T cell HTS vesicle-bound %: recorded beside T cell HTS, whose call it bears; double positive events, %; measured here: CD8+ vesicle-bound cell fraction;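 binding gate set so that unloaded-vesicle control wells show 10% double positive cells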
# MT stabilize HCS Hoechst-high %: recorded beside MT stabilize HCS, whose call it bears; % Hoechst-high responders; measured here: nuclear condensation Hoechst responders;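 share of cells brighter than vehicle mean plus two SD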
# MT stabilize HCS cytotoxicity %: also measured in MT stabilize HCS; calls as there; toxicity, %; measured here: cytotoxicity by cell density;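 0% = mean cell density of plate MIN control wells and 100% = no cells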
# Autophagy HCS cell loss 18 h: recorded beside Autophagy HCS, whose call it bears; toxicity, %; measured here: cell loss, nuclei count;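 cell loss after 18 h compound exposure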
# Myeloid diff 2 GFP+ MAC1+ %: recorded beside Myeloid diff 2, whose call it bears; GFP+ MAC1+ double positive, %; measured here: differentiation confirmed by MAC1 staining
# * marks the source's active call; other numbers are inactive results; i = inactive; ? = inconclusive; . = not tested or not shown.
SMILES,Ins promoter up,Ins promoter up cell count,MT stabilize HCS,MT stabilize HCS Hoechst-high %,MT stabilize HCS cytotoxicity %,WT yeast gro inh,WT yeast gro inh mutant strain,Lipid droplet,Lipid droplet cells 6.5 µM,Myeloid diff 2,Myeloid diff 2 GFP+ MAC1+ %,West Nile antiviral,T cell HTS,T cell HTS vesicle-bound %,Autophagy HCS,Autophagy HCS cell loss 18 h,bCat nuc transl,bCat nuc transl cell count 5 µM
COc1cc(-c2nnc(SCC(=O)N3CCCC3)o2)cc(OC)c1OC,0.53,1176,3.3,2.1,6.6,-8.3,0.0,.,.,i,1.4,0.0%,i,28.1,i,-10.2,-2.6,1077
COc1ccccc1NC(=O)C(CCS(C)(=O)=O)N1C(=O)c2ccccc2C1=O (stereo not drawn),0.26,1186,3.4,2.3,2.1,-4.6,-20.6,9.0,751,i,0.8,.,i,53.8,i,25.9,-10.2,1234
CCOc1ccc(-n2c(-c3ccccc3)c[n+]3c2CCCCC3)cc1,?,.,6.6,2.8,5.2,2.5,-6.2,-80.0,551,i,0.0,-0.8%,i,56.4,i,26.4,1.8,1084
CCN(CC)S(=O)(=O)c1cccc(C(=O)N/N=C/c2ccc([N+](=O)[O-])o2)c1,-1.23,1168,3.2,1.5,6.6,-7.5,5.8,0.0,662,i,0.7,1.4%,i,20.3,i,0.3,-0.4,1105
COC(=O)c1[nH]c2ccc(Cl)cc2c1NC(=O)CN1CCc2cc(OC)c(OC)cc2C1,-2.37,666,2.4,0.7,3.0,35.6,37.3,-32.2,664,i,1.4,0.4%,i,40.9,i,2.9,2.6,1116
Nc1[nH]c(N=NC(=O)c2ccccc2)c2ccccc12,-0.03,1407,2.8,3.6,6.2,2.6,-16.7,0.7,604,i,1.7,0.3%,i,10.3,i,11.2,1.3,503
COc1ccc(S(=O)(=O)NC2CCCCC2)c(C)c1C,-0.05,1337,2.5,1.6,4.3,1.2,-2.7,-44.8,553,i,0.7,-0.3%,i,59.9,i,-12.8,-0.6,1071
COc1ccccc1NC(=O)Nc1nn(C)c2cccc(N(C)C)c12,-0.67,984,.,.,.,.,.,-0.9,691,i,0.3,-0.3%,i,33.0,.,.,-0.3,1310
CC1(c2cccs2)CC(c2cccs2)=C(C#N)C(=O)N1 (stereo not drawn),-0.63,1191,0.9,1.6,11.1,-1.3,-9.2,.,.,i,0.2,-0.2%,i,5.2,i,7.3,-0.9,744
CCCCC(CC)C1OCC(C[N+]2(C)CCOCC2)O1 (stereo not drawn),-0.22,1557,1.6,1.5,7.2,-8.9,-9.9,-3.0,614,i,0.3,0.0%,i,45.9,i,4.8,-0.6,1114
CCOC(=O)Cc1csc(SCC(=O)NC2CCCC(C)C2C)n1 (stereo not drawn),-0.15,1295,10.4,1.8,13.2,-2.5,0.0,0.2,650,i,0.2,-0.6%,i,45.1,i,0.9,3.0,1053
CCC(C)NC(=O)NC1C(NC(=O)NC(C)CC)N(C)C(=O)N1C (stereo not drawn),-0.08,1658,2.7,2.8,14.2,-3.9,-8.8,.,.,i,5.8,0.0%,i,27.3,i,47.2,-0.9,1411
COc1ccc(C)cc1S(=O)(=O)Nc1cc(Cl)ccc1Cl,.,.,2.7,2.3,5.7,8.0,3.6,-4.4,793,i,0.5,0.6%,i,45.0,i,-5.8,-0.7,615
COCCNc1c2c(c(C#N)c3nc4ccccc4n13)CCCC2,1.73,1084,2.6,2.3,7.4,-23.1,-5.7,-2.6,761,i,0.6,-0.9%,i,43.2,i,4.0,-0.4,1123
O=C(C1CCCCC1)N1CCCC(c2nc(-c3ccc(F)cc3)no2)C1 (stereo not drawn),-0.73,1391,1.7,1.3,5.0,15.5,2.2,.,.,i,15.7,-0.7%,i,8.4,i,-3.8,-3.6,959
CCCCCCCC1CC(CSc2ncn[nH]2)OC1=O (stereo not drawn),.,.,3.7,2.2,10.6,-7.8,-4.5,29.5,738,i,1.5,0.6%,i,38.2,i,-5.5,-3.3,239
O=C(Cc1ccc(Cl)cc1)Nc1ncc([N+](=O)[O-])s1,-0.11,1260,2.4,2.9,8.4,12.7,0.5,-2.0,693,i,0.6,-2.1%,.,.,i,-2.6,-1.8,1155
O=C(NCCc1ccccc1)c1nc(CS(=O)(=O)c2ccc(Cl)cc2)no1,.,.,.,.,.,.,.,1.3,755,i,0.4,0.3%,i,11.2,.,.,.,.
COC(=O)C1=C(N)n2c(s/c(=C\c3cccnc3)c2=O)=C(C(=O)OC)C1c1cccnc1 (stereo not drawn),3.21*,1050*,1.4,1.1,4.5,-3.0,0.9,.,.,.,.,0.4%,.,.,i,13.8,-0.9,695
Cc1onc(-c2c(F)cccc2Cl)c1C(=O)NCCc1ccc(S(N)(=O)=O)cc1,2.14,1088,4.4,2.0,2.7,-13.2,0.5,7.2,721,i,7.0,0.1%,i,38.0,i,-1.9,-1.4,1165
COc1ccccc1CNC(=O)c1sccc1C,.,.,.,.,.,.,.,-3.9,830,i,0.8,-0.3%,i,49.5,.,.,.,.
COc1ccc(CNn2cnnc2)c(O)c1,.,.,.,.,.,.,.,3.5,802,i,0.7,0.0%,i,57.2,.,.,.,.
O=c1[nH]c2ccccc2n1C1=CCNCC1,0.53,928,.,.,.,.,.,12.9,834,i,0.9,1.4%,.,.,.,.,-0.4,1358
O=C(COC(=O)CCc1ccc(S(=O)(=O)N2CCOCC2)cc1)Nc1ncc(C(F)(F)F)cc1Cl,0.11,883,3.0,2.5,6.0,8.8,-45.9,-4.2,793,i,0.7,0.0%,i,40.0,i,1.3,-7.1,1181
COc1cc(/C=C/c2[nH]c(=O)[nH]c(=O)c2[N+](=O)[O-])ccc1OCCC(C)C,0.64,1198,4.0,2.3,6.0,-8.0,-18.9,5.8,710,i,0.6,0.2%,i,47.1,i,2.4,-1.9,1157
COc1ccccc1NS(=O)(=O)c1ccc(O)cc1,.,.,1.6,1.9,5.1,-27.8,-2.5,7.9,772,i,0.1,-0.3%,i,49.1,i,3.4,.,.
Cc1nc2cc(NC(=O)Nc3nccs3)ccc2n1C,2.34,1128,2.1,1.4,5.7,2.7,21.5,-1.7,779,i,1.9,0.2%,i,27.6,i,-4.1,.,.
Cc1cccc(N(Cc2ccccc2F)S(C)(=O)=O)c1,-0.65,849,5.7,1.6,6.9,-13.1,3.5,.,.,i,1.0,0.0%,i,46.1,i,5.9,-6.1,956
Cc1ccccc1NC(=O)c1cccnc1,.,.,.,.,.,.,.,0.3,807,i,0.4,1.0%,i,60.7,.,.,.,.
CC1C(=O)N(Cc2ccc(F)cc2)c2ccccc2N1C(=O)c1c(F)cccc1F (stereo not drawn),.,.,.,.,.,.,.,-39.1,889,i,0.5,0.5%,i,14.3,.,.,.,.
N#CCC(=O)NCCCc1ccccc1,0.21,1234,2.0,3.1,0.5,7.4,-2.3,-4.2,744,i,1.8,1.7%,i,51.9,i,5.3,.,.
COc1ccccc1NC(=O)Cc1nnc(SCC(=O)NC2CCCCC2)n1C,.,.,.,.,.,.,.,0.5,859,i,2.0,0.2%,i,33.0,.,.,.,.
Cc1nnc(NC(=O)c2ccccc2-c2ccccc2C(=O)O)s1,0.52,1107,.,.,.,.,.,-9.3,658,i,0.1,-0.2%,i,19.8,.,.,0.4,1267
COc1ccc(C(=O)c2sc(NC(C)C)nc2N)cc1OC,0.88,1538,4.7,2.5,0.3,-6.6,4.1,.,.,i,0.3,0.8%,i,56.0,i,8.7,0.7,963
COc1ccc(-c2csc(NC(=O)c3ccccc3C(=O)O)n2)cc1,.,.,2.9,1.4,4.9,1.5,7.9,15.6,678,i,0.3,-0.1%,i,55.5,i,24.3,-0.9,1205
O=C(Cn1cc2c(n1)CCCC2)Nc1ccccc1Cl,0.67,1965,3.7,1.6,6.0,6.8,6.9,-7.7,650,i,2.7,0.2%,i,59.3,i,4.2,-0.6,1131
C=CCC1(CC=C)CCCN1C(=O)CC1C(=O)NCCN1Cc1ccc(OC)c(OC)c1 (stereo not drawn),-0.34,1542,1.9,2.1,9.2,-0.9,6.8,-19.3,746,i,0.2,-1.0%,i,60.2,i,27.7,0.2,1059
COc1ccc2[nH]c3c(=O)n(Cc4ccco4)cnc3c2c1,-0.4,1466,1.2,1.1,7.1,8.3,-16.2,.,.,i,2.5,0.7%,i,56.1,i,9.4,5.4,1321
C/C(=N\Nc1ccc(C#N)cc1[N+](=O)[O-])c1ccc(O)cc1,0.35,1148,.,.,.,.,.,2.5,758,i,0.5,-0.6%,i,35.4,.,.,1.4,1287
Cc1nc(N2CCN(Cc3nc4ccccc4[nH]3)CC2)c2oc3ccccc3c2n1,-2.76,712,1.4,4.1,10.0,10.7,9.5,.,.,i,1.9,0.3%,i,40.1,i,-2.8,2.2,789
